FEN1 inh = blocks human flap endonuclease 1. Recombinant FEN1 flap cleavage, fluorescence, 15 min. Potency, µM (highest dose often 114 µM), inactives show top-dose activity change, negative = inhibition, hits mostly inhibitors. hit rate 0.35% among 390,000; note: nearly all actives have a fitted effect of over 65% in size
Target sequence (P39748 whole entry, looked up): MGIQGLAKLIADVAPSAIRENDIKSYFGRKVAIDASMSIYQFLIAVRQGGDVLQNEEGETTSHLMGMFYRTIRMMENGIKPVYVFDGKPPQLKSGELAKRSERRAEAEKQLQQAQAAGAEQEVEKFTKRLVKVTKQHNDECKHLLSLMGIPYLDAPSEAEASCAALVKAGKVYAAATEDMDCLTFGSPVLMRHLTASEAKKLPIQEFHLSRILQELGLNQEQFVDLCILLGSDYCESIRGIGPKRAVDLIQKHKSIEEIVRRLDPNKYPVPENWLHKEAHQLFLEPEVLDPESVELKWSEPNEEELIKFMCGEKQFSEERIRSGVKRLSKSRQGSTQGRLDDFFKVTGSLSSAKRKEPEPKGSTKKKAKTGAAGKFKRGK
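FEN1 at 10 nM preincubated with compounds 15 min at room temperature, then flap DNA substrate added at 50 nM final. Signal read at 0 and 15 min; concentration-response fitted with four-parameter Hill equation.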
DT40 TDP1 CPT = DT40-hTDP1 cell growth loss with CPT. hit rate 12% among 420,000. chicken DT40 Tdp1-/-;hTDP1 cells + 20 nM CPT, ATP luminescence, 48 h. Potency, µM (top dose mostly 46.2 µM), inactives show at the highest dose activity change, negative = growth inhibition, usual class: inhibitors; note: nearly all actives have a fitted effect of over 55% in size
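Cell growth measured by CellTiter-Glo luminescence after a minimum 48 h, 37 C compound exposure with 20 nM CPT in Tdp1-knockout DT40 cells stably expressing hTDP1, seeded 400/well; qHTS titration format.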
KAT2A inh = inhibitors of human GCN5L2 histone acetyltransferase | Q92830 | GCN5L2 HAT assay, ThioGlo1 CoA-SH fluorescence | Potency, µM (highest dose often 58.9 µM), for the others: at the highest dose activity change, negative = inhibition, most hits filed as inhibitors | hit rate 0.21% among 390,000
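Enzyme at 20nM final was mixed with library compounds for 15 min at room temperature. Peptide H3(1-25) at 75uM, acetyl-CoA at 70uM and ThioGlo1 at 50uM were then added. Plates were read immediately and after 20 min (Ex340nm/Em540nm).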
* hit, by the source's call; ? = inconclusive; · = not tested or not shown; [ ] = dose if it differs, or a comment. Calls come from the whole dose curve; as a rule, active = well fitted curve in the direction sought with a large enough effect; inconclusive = small, poorly fitted or top-dose-only effect, or another doubt; inactive = no such curve, though single readings can be large; an effect the other way counts as inactive or inconclusive. % is set by controls: 0 for no effect and ±100 for the full control effect; potency is the fitted concentration of half-maximal effect. Not all compounds are listed, so the mix of outcomes need not match the whole.

Second line of a record – FEN1 inh | DT40 TDP1 CPT | KAT2A inh
CCn1c(SCC(=O)NCc2ccco2)nnc1-c1ccc(N)cc1
  9% | 15% | -3%
CCc1ccc(NC(=O)Cn2nnc(C(=O)NCCc3ccccc3)c2N)cc1
  15% | 22% | 2%
CCOc1cc2[nH]c(=S)n(CCCCC(=O)NCc3ccco3)c(=O)c2cc1OCC
  -2% | -3% | 0%
c1cncc(COC2CCCN(Cc3nc(-c4cccs4)no3)C2)c1 (stereo unspecified)
  20% | -9% | -8%
Cc1cc(CN2CCC(n3nccc3NC(=O)c3ccccc3C)CC2)n[nH]1
  16% | -2% | -1%
O=C(NC1CCCC1)c1nc2c(nnn2Cc2ccccc2Cl)c(=O)[nH]1
  6% | ? | -4%[0.501 µM]
Cc1ccc2oc(=O)c3cc(C(=O)NCCCN4CCc5ccccc5C4)sc3c2c1
  -35% | 18µM* | 1%
O=C(c1ccc(F)cc1)N1CCC(N2CCOCC2)CC1
  0% | -2% | 13%
COc1cc(NC(N)=S)c(OC)cc1Cl
  13% | -3% | -3%
c1ccc(-c2cccc(-c3ccccn3)n2)nc1
  -2% | 2.1µM* | -7%
O=C(Nc1cccc(-c2ccc(N3CCOCC3)nn2)c1)c1ccc(F)cc1F
  1% | -6% | -2%
CCN(Cc1ccccc1)C(=O)c1[nH]c2ccc(OC)cc2c1C
  -3% | 10% | -3%
COc1ccc(CNCCNC(=O)c2cccs2)cc1OC
  -3% | -20% | 1%
COc1cc(C=O)c(Br)cc1OCC(=O)NCCc1ccccc1
  -13% | ? | -6%
CC1CCN(C(=O)Cn2ncc3c([nH]c4ccccc43)c2=O)CC1
  -13% | ? | -6%
CCOC(=O)c1ccccc1NC(=O)CSc1nc2ccccc2o1
  -17% | -9% | -7%
CC(C)N(C)C1CCN(C(=O)Nc2ccc(Cl)c(Cl)c2)CC1
  -3% | ? | -1%
CCC1=Nc2ccccc2-c2nnc(SC)nc2O1
  -12% | 2% | -4%
c1ccc(Nc2nc(-c3ccccc3)ns2)cc1
  0% | 6% | 2%
C=CCc1cc(Cl)ccc1OC(=O)Nc1cccc(Cl)c1
  -5% | ? | 0%
Cc1cccc(OCC(=O)Nc2cc(C)on2)c1
  -8% | 3% | -11%
CSc1n[nH]c(=O)n1-c1cccc(Cl)c1
  -2% | 1% | ?
C=C(C)c1cccc(C(C)(C)NC(=O)NCc2cccnc2)c1
  2% | -8% | -15%
O=C(CNC(=O)c1ccccc1F)Nc1ccc2c(c1)OCO2
  -3% | -1% | -5%
Cc1ccsc1-c1nc(CSCC(=O)N2CCN(c3ccccc3)CC2)c(C)o1
  4% | 15µM* | -15%
Cn1c(C(=O)Nc2ccccc2)cc2sccc21
  -14% | -25% | ?
O=C(CNC(=O)c1cnccc1C(F)(F)F)c1cccc(Cl)c1
  -5% | 4% | 0%
CCOc1cc(C(=O)NC(=S)Nc2cccnc2)cc(OCC)c1OCC
  4% | ? | -5%
CCN(CC(=O)Nc1ccc(NC(C)=O)cc1)C(=O)C1CCC1
  -5% | -2% | -5%
COc1ccc(-c2csc(=NCCO)n2-c2ccccc2)cc1
  -18% | ? | -3%
O=c1c2ccccc2nnn1CSc1ccc2ccccc2n1
  -13% | 8% | -3%
CCn1nnnc1SCC(=O)c1ccc(NC(C)=O)cc1
  2% | -7% | -7%
O=S(=O)(c1ccc(C2CCCCC2)cc1)N1CCN(c2ccc(Cl)c(Cl)c2)CC1
  15% | · | 0%
CCN(CC)S(=O)(=O)c1cccc(C(=O)N/N=C(\C)c2ccc(O)cc2O)c1
  -3% | 4.6µM* | 3%
O=C1N(c2cccc(Cl)c2)C(c2ccccc2)N2CCCN12 (stereo unspecified)
  13% | -4% | -1%
CNC(=O)Nc1cccc(NC(=O)NC)n1
  -3% | -2% | -2%
COCCn1c(SCC(=O)NCCc2ccccc2)nc2c([nH]c3ccccc32)c1=O
  -6% | 12% | 0%
C=CCn1c(SCc2nc3ccccc3nc2C)nnc1-c1ccoc1C
  0% | -17% | -8%
C=CCSc1n[nH]c2nc3c(c(=O)n12)C1(CCCC1)Cc1ccccc1-3
  5% | -12% | -12%
O=C(CSc1nnc(Cc2ccccc2)n1C1CCCCC1)N1CCOCC1
  -9% | -3% | -13%
COc1ccc2[nH]cc(CCNc3cc(-c4cccnc4)ncn3)c2c1
  · | ? | -9%
O=C(O)CCCCCCCCCCCNC(=O)NC12CC3CC(CC(C3)C1)C2
  -5% | -8% | -18%
O=C(NC(=S)N1CCN(c2ccc([N+](=O)[O-])cc2)CC1)c1ccc(F)cc1
  0% | ? | -6%
CCOC(=O)c1ccc(NC(=O)N2CCN(c3ccccc3OC)CC2)cc1
  -28% | ? | -1%
Cc1ccc(Cn2c(CO)cnc2SCc2ccc(F)cc2)cc1
  8% | 10µM* | 1%
COc1ccc(S(=O)(=O)NC(C)C(=O)Nc2ccc3c(c2)OCO3)cc1OC (stereo unspecified)
  0% | 0% | -3%
CC(C)N1C(=S)SC2CS(=O)(=O)C=C21 (stereo unspecified)
  -7% | -12% | -12%
CCC(c1nnnn1C(C)(C)C)N1CCN(c2cc(Cl)ccc2C)CC1 (stereo unspecified)
  -14% | ? | -14%
CC1CC(C)CN(C(=O)c2nn(C)c3c2CS(=O)(=O)c2ccccc2-3)C1 (stereo unspecified)
  12% | -2% | -2%
COC(=O)c1ccccc1NC(=O)Nc1ccc2c(c1)OCO2
  -7% | 0% | -4%
Cn1c(NCCCO)nc2c1c(=O)n(Cc1ccccc1F)c(=O)n2C
  3% | 1% | 1%
O=C(NNc1c(Cl)cncc1Cl)c1sccc1Cl
  -2% | 1% | -3%
CCOc1ccc(C(CC(=O)O)NC(=O)C(CC)c2ccccc2)cc1 (stereo unspecified)
  -3% | 1% | -1%
O=C(O)/C=C/C(=O)N(Cc1ccc2c(c1)OCO2)C1CC(=O)N(CCc2ccccc2)C1=O (stereo unspecified)
  5% | -3% | 1%
N#Cc1c(/N=C/c2cccs2)sc2c1CCCCC2
  -14% | -25% | -2%
CC(C)COc1ccc(C(=O)NCC2OCCc3ccccc32)cc1 (stereo unspecified)
  -6% | ? | -3%
O=C1CCCC2=C1C(c1ccccc1)CC(=O)N2c1ccccc1 (stereo unspecified)
  -5% | 6% | -1%
CCc1nn(CCCC(=O)N2CCN(c3cccc(C)c3C)CC2)c(=O)c2cc3occc3n12
  9% | ? | -7%
CCOC(=O)N1CCN(C(=O)CSc2ccc(C(F)(F)F)cc2[N+](=O)[O-])CC1
  3% | -7% | -6%
Cc1c(NC(=O)CN2CCCC(C)C2)ccc2nsnc12 (stereo unspecified)
  -5% | 0% | -9%

The list continues:
Second line of a record – FEN1 inh | DT40 TDP1 CPT | KAT2A inh
COC(=O)C1=C(CCc2ccccc2)NC(=O)NC1c1ccc(Br)cc1 (stereo unspecified)
  -1% | ? | -8%
O=C(CCNC(=O)c1ccc(Br)cc1)NCC1CCCO1 (stereo unspecified)
  9% | -4% | -2%
Cc1ccc(-n2nc(C(=O)Nc3ccc(C)c(F)c3)c(=O)n(C)c2=O)cc1
  20% | -15% | -14%
Cc1c(C(=O)N2c3ccccc3Sc3ccccc32)cccc1[N+](=O)[O-]
  9% | ? | 0%
COc1ccc(NC(=O)c2cccc(N3C(=O)C4C5C=CC(C5)C4C3=O)c2)cc1 (stereo unspecified)
  -6% | -2% | -30%
CCOC(=O)C1CCN(C(=O)c2cc(S(=O)(=O)N3CCCCCC3)ccc2OC)CC1
  0% | -3% | -5%
CC(C)C(=O)c1cn(CC(=O)NCC2CCCO2)c2ccccc12 (stereo unspecified)
  -2% | -1% | -5%
COc1ccc2c(c1OC)C(=O)N(c1nc(SC)n[nH]1)C2=O
  -3% | 13% | -11%
Cc1ccccc1C(=O)N(CC(=O)Nc1sc(C)c(C)c1C(N)=O)C1CCCC1
  8% | ? | -3%
CCOC(=O)Cn1nc(NC(=O)c2ccc(C(=O)OC)cc2)cc1C
  6% | ? | -1%
CCOC(=O)/C(N=Nc1ccc(Cl)cc1)=C(/O)c1ccc([N+](=O)[O-])cc1
  4% | -11% | -1%
CCCCNS(=O)(=O)c1ccc2nc(-c3cccnc3)cc(C(=O)NC3CCCC3)c2c1
  -3% | -4% | -7%
Cc1nnc(NC(=O)CSc2ncc(-c3ccccc3)[nH]2)s1
  10% | -11% | -2%
COc1ccc(CCC(=O)NCCc2ccc(Cl)cc2)cc1
  -5% | -1% | -3%
NS(=O)(=O)c1ccc(NC(=O)COC(=O)c2ccc3c(c2)OCCO3)cc1
  -1% | -16% | -14%
O=C(NN=C(Cc1ccccc1)Cc1ccccc1)C1CC1
  17% | -6% | -1%
Cc1ccc(OCC(=O)NNC(=O)C2CCC2)cc1C
  13% | -17% | -2%
C#CCN1C=CC(=O)[C@@H](OC(=O)Nc2ccc(C)cc2)[C@H]1c1ccccc1Br
  -7% | ? | ·
CCCC(C)NC(=O)Cc1ccc(S(=O)(=O)N2CCOCC2)s1 (stereo unspecified)
  10% | -13% | 2%
COc1ccc(/C=C2\SC(N3CCc4ccccc4C3)=NC2=O)cc1
  -2% | ? | -16%

Exported with each value named: part of the list above
Cc1ccc(Cn2c(CO)cnc2SCc2ccc(F)cc2)cc1
  FEN1 inh: 8%
  DT40 TDP1 CPT: 10µM*
  KAT2A inh: 1%

O=C(O)/C=C/C(=O)N(Cc1ccc2c(c1)OCO2)C1CC(=O)N(CCc2ccccc2)C1=O (stereo unspecified)
  FEN1 inh: 5%
  DT40 TDP1 CPT: -3%
  KAT2A inh: 1%

Later entries
Second line of a record – FEN1 inh | DT40 TDP1 CPT | KAT2A inh
COCCNC(=S)N(CCc1c(C)[nH]c2ccc(C)cc12)Cc1cc(OC)c(OC)c(OC)c1
  2% | 18µM* | -3%
Cc1cccc(-[n+]2c(-c3cccc(Br)c3)[nH]c3nc4ccccc4nc32)c1
  1% | ? | -5%
COc1cc(/C=C2/S/C(=N/S(=O)(=O)Cc3ccccc3)NC2=O)c([N+](=O)[O-])cc1OC
  0% | -5% | -20%
CCCN1C(=O)SC(CC(=O)Nc2ccc(Br)cc2)C1=O (stereo unspecified)
  10% | ? | -4%
CCOC(=O)N1CCC(N2C(=O)c3ccc(C(=O)Nc4ccc(F)cc4F)cc3C2=O)CC1
  -5% | 0% | -2%
CC1=C(n2ccnc2)CCC1=O
  9% | -8% | ·
Cc1ccc(/C=N/NC(=O)CSc2nnc(-c3ccc(Cl)cc3)n2-c2ccc(Cl)cc2)o1
  3% | 23µM* | 1%
COc1cccc(C=N[C@@H](CO)[C@@H](O)c2ccc([N+](=O)[O-])cc2)c1O
  12% | -13% | -3%
O=c1oc(-c2ccccc2)nc2c1C1(CCCCC1)Cc1ccccc1-2
  2% | -3% | -2%
Cc1cccc(NC(=O)CNC(=O)COc2cc(F)ccc2[N+](=O)[O-])c1C
  -14% | ? | -4%
CCOC(=O)N1CCN(c2c(NCCCOC(C)C)c(=O)c2=O)CC1
  7% | -46% | -14%
Clc1ccc(SCc2cc(Cl)nc(-c3ccccc3)n2)cc1
  3% | -18% | ·
CCCCCCn1c(O)c(/C=C2\C=NN=C2c2ccccc2)sc1=S
  -20% | ? | -13%
S=C(NC1CCCCC1)N1CCOCCOCCN(C(=S)NC2CCCCC2)CCOCCOCC1
  2% | ? | -14%
COc1ccc(CCNC(=O)Cn2nnc(C(=O)Nc3cccc(C)c3C)c2N)cc1OC
  -11% | -11% | -3%
Cc1ccc(-c2cc(C(=O)N3CCN(C(=O)c4ccco4)CC3)[nH]n2)c(C)c1
  -6% | -27% | -3%
CCOC(=O)c1sc(=S)n(-c2cc(F)ccc2F)c1N
  -10% | ? | -13%
COc1cccc(-n2ccn(CC(=O)c3ccc(F)cc3)c(=O)c2=O)c1
  0% | -1% | -2%
CCCCN(C)C(=O)c1nc2ccccn2c1CN1CCC[C@H]1CO
  18% | -24% | -5%
CCOc1ccc(NC(=O)COC(=O)Cn2nc(C)c([N+](=O)[O-])c2C)cc1OCC
  -17% | 3% | -3%
Cc1cc(C)c(NC(=O)CNC(=O)[C@@H]2CCCN2C(=O)c2cccs2)c(C)c1
  16% | 0% | 3%
COCCn1c(=S)[nH]c2ccccc21
  6% | 2% | -1%
Cc1cc(C(=O)Cn2cnc3ccccc3c2=O)c(C)n1C1CC1
  -3% | -2% | -5%

7 consecutive compounds already listed, quoted:
Second line of a record – FEN1 inh | DT40 TDP1 CPT | KAT2A inh
CCOC(=O)c1sc(=S)n(-c2cc(F)ccc2F)c1N
  -10% | ? | -13%
COc1cccc(-n2ccn(CC(=O)c3ccc(F)cc3)c(=O)c2=O)c1
  0% | -1% | -2%
CCCCN(C)C(=O)c1nc2ccccn2c1CN1CCC[C@H]1CO
  18% | -24% | -5%
CCOc1ccc(NC(=O)COC(=O)Cn2nc(C)c([N+](=O)[O-])c2C)cc1OCC
  -17% | 3% | -3%
Cc1cc(C)c(NC(=O)CNC(=O)[C@@H]2CCCN2C(=O)c2cccs2)c(C)c1
  16% | 0% | 3%
COCCn1c(=S)[nH]c2ccccc21
  6% | 2% | -1%
Cc1cc(C(=O)Cn2cnc3ccccc3c2=O)c(C)n1C1CC1
  -3% | -2% | -5%
